MEKK2 mut-MEK5 = signal of MEK5 binding to mutant human MEKK2 PB1 domain. bead flow cytometry, Alexa488-MEK5 binding to MEKK2 mutant. percent response, % at 10 µM. 0.35% of 290,000 active; in the data active means percent response above about 24%, passing the limit was not always enough; further: inactives centre near 1; some results filed as inactive read as strong as hits; reference of the scale not given here
FID counter = fluorescent intercalator displacement, NS3 helicase counter-screen. inhibition, % at 7.9 µM. 0.17% of 290,000 active. DNA fluorescent intercalator displacement, fluorescence. AID 1845; in the data active means inhibition above about 37%;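 further: 0% = vehicle and 100% = reference compound; higher means more ethidium bromide displaced from hairpin DNA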
PfM18AAP inh = PfM18AAP enzyme inhibition; recombinant PfM18AAP, H-Glu-NHMec fluorogenic cleavage; AID 1822; inhibition, % at 7.35 µM; 1.2% of 290,000 active;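 active means inhibition above the campaign mean inhibition over all tested compounds plus 3 SD, cut at about 28% in these data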;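 further: 0% = plate median of test compound wells and 100% = 2 mM ZnCl2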
MEKK2wt PB1 HTS = raises or lowers MEK5 binding to wildtype human MEKK2 PB1 domain | Q9Y2U5 | bead flow cytometry, Alexa488-MEK5 binding to MEKK2 WT; actives lie on both sides | binding response (% of control), % at 10 µM | 1.1% of 290,000 active; in the data active means binding response below about 67% or above about 130%
NALP1 yeast inh = inhibitors of NALP1 inflammasome in yeast. AID 2071. 0.61% of 280,000 active. S. cerevisiae NALP1/ASC/caspase-1 growth, X-gal OD620, 72 h. inhibition, % at 10 µM; in the data active means inhibition mostly above about 24%, no sharp cut-off; inactive means mostly below about 32%; further: some compounds called inactive have numbers as strong as hits
OXTR ag = agonists of human oxytocin receptor; CHO-OTR cells, Fluo-8 calcium fluorescence; normalized: DMSO 0%, oxytocin 100%; activation, % at 3 µM; 0.32% of 320,000 active; P30559;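 active means activation above the mean of all tested compounds plus 3 SD, cutoff set per screening run, cut at about 20% in these data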;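 further: peak over basal fluorescence ratio from a 100 s FLIPR kinetic read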
Target sequence (P30559 whole entry, looked up): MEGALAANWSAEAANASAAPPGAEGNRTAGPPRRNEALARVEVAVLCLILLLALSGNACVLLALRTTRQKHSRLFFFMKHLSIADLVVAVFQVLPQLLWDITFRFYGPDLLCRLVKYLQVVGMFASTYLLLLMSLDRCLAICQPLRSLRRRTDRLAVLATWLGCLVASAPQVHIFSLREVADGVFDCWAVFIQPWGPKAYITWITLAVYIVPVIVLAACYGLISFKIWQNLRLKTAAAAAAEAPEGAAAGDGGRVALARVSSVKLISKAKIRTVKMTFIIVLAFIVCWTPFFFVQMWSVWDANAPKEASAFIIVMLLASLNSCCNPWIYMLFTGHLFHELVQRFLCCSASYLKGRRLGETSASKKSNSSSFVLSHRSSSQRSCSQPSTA
MEKK3 PB1 HTS = raises or lowers MEK5 binding to the human MEKK3 PB1 domain; bead-based flow cytometry, Alexa488-MEK5 binding to MEKK3; actives lie on both sides; 0 = blocked by unlabeled MEK5, 100 = vehicle; binding response (% of control), % at 10 µM; AID 1529; 1.4% of 290,000 active;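 active means binding response more than 3 SD above or below the average of its plate-row segment, actives on both sides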;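 further: Alexa488 bead fluorescence after subtracting the streptavidin-only scavenger bead signal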
GPR7 antagonist = blocks human GPR7 receptor signaling; P48145; GPR7-expressing cells, fluorescence antagonist assay; inhibition, % at 4.4 µM; 1.1% of 290,000 active; AID 1861; in the data active means inhibition above about 16%, passing the limit was not always enough;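 further: cells stimulated with the agonist NPW; 0% = agonist with vehicle and 100% = vehicle without agonist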
Target sequence (P48145 whole entry, looked up): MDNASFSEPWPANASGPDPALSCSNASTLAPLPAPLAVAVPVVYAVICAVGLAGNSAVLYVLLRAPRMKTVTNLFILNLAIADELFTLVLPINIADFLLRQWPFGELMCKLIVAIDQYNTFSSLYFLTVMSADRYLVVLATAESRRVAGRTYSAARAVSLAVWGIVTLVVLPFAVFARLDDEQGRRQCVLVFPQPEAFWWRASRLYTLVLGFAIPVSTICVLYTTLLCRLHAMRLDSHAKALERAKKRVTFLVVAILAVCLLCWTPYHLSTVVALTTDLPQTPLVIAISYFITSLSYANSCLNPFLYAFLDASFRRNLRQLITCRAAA
PHOSPHO1 inh = PHOSPHO1 (human) inhibition; Q8TCT1; recombinant PHOSPHO1, absorbance phosphatase assay; inhibition, % at 13.3 µM; 1.1% of 290,000 active; AID 1565; in the data active means inhibition above about 60%
Target sequence (Q8TCT1 whole entry, looked up): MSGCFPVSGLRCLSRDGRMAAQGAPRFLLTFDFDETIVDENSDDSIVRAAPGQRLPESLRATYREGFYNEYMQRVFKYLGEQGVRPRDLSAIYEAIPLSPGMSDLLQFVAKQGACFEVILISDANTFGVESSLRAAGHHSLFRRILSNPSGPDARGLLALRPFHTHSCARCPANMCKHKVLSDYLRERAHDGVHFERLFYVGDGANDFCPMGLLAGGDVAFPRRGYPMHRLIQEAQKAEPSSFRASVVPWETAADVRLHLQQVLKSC
* = called active by the depositor; / = not tested or not shown. Rows were taken by chance; 6.2% or so of the library scored in one or more.

SMILES	MEKK2 mut-MEK5	FID counter	PfM18AAP inh	MEKK2wt PB1 HTS	NALP1 yeast inh	OXTR ag	MEKK3 PB1 HTS	GPR7 antagonist	PHOSPHO1 inh
COc1ccc(N(CC(=O)N/N=C(\C)c2cccs2)S(=O)(=O)c2ccccc2)cc1Cl	-3	-1	-3	100	20	0.3	102	-4	-37
CC(=O)N(c1ccc(Cl)cc1)c1nc(C)cc(C)c1C#N	-8	-13	-9	87	3	0.5	103	-5	47
Cc1ccccc1OCC(=O)NC(=S)Nc1ccc2c3c(cccc13)CC2	4	-2	3	110	-32	0.6	110	-4	13
O=C(NCCN1CCNC1=O)C1CCC(=O)N(CCc2ccc(Cl)cc2)C1 (stereo unspecified)	-1	-8	-3	103	-2	/	101	11	31
O=C(NC1=NCCS1)c1ccc(C(F)(F)F)cc1	9	-8	-16	103	8	-0.9	107	-7	16
Cc1ccc2nc3sc(-c4nnc(-c5ccccc5[N+](=O)[O-])o4)c(N)c3cc2c1	/	6	-4	/	21	/	/	3	45
Cn1c(=O)c(=O)n(C)c2cc(S(=O)(=O)N3CCCC3C(=O)Nc3ccccc3F)ccc21 (stereo unspecified)	1	-9	-3	100	16	-0.7	96	-8	33
Cc1nc2ccccc2n1Cc1ccc(Cl)cc1	4	-1	2	106	6	9.3	100	16	-16
CCCC1=C(C(=O)OCC)C(c2ccco2)n2ncnc2N1 (stereo unspecified)	-4	-9	6	87	/	-1.9	90	4	-26
COc1ccc(NC(=O)N2CCN(c3ccc([N+](=O)[O-])cc3)CC2)cc1	-9	-5	3	91	-5	7.8	101	5	6
CS(=O)(=O)N1CCN(c2ccc(Cl)cc2[N+](=O)[O-])CC1	-1	-2	0	106	15	-0.7	115	0	-17
CC(C)(C)c1ccc(C(=O)NC(=S)NNC(=O)COc2ccccc2)cc1	5	-23	6	104	-2	12	103	-20	-5
CCCCN(CC)C(=O)CSc1nc2ccccc2c(=O)n1CC1COc2ccccc2O1 (stereo unspecified)	-3	-1	11	99	-9	-0.9	99	-3	4
C=CCN1C(=O)C(C)(C)N(C(C)=O)c2ccccc21	-1	-4	-1	97	30	-0.2	93	-8	-13
O=[N+]([O-])c1cccc(-c2nc(-c3ccccc3)no2)c1	-12	9	3	90	11	-0.2	98	-8	39
COc1ccc(C(=O)CCNc2ccc(C)c(Cl)c2)cc1	11	0	0	132	41	-1.5	101	-6	-8
Clc1ccc(NCc2nncn2-c2ccccc2)cc1	6	-4	-1	106	1	-0.3	105	22	-16
C=C1C(=O)O[C@@H]2[C@H]1CC[C@H](C)[C@]1(O)CCC(=O)[C@@]21C	-4	-3	-13	100	30	1.9	96	-6	29
O=c1c2ccccc2c(-c2cccc(C(F)(F)F)c2)nn1-c1ccccc1	0	-11	6	98	-5	-2.6	100	-5	25
CC(=O)C[C@H]1c2cc(C(F)(F)F)ccc2S(=O)(=O)N1c1ccc(N(C)C)cc1	4	/	/	106	/	1.4	106	/	/
Cc1ccc(/C=C2\CC(C)CC3=C2NC(=S)NC3c2ccc(C)cc2)cc1 (stereo unspecified)	-14	-11	0	89	/	-0.6	92	-4	-110
O=C1c2ccccc2C(Nc2ccccc2)N1Cc1ccc2c(c1)OCO2 (stereo unspecified)	-5	-30	1	91	/	-1.9	93	-3	46
Fc1ccccc1/C=N/N1CCN(Cc2ccccc2Cl)CC1	10	-4	3	106	11	-1.4	104	-26	24
O=C(CN1CCN(Cc2ccccc2)CC1)c1c[nH]c2ccccc12	9	7	1	113	14	2.5	107	2	80*
CCOC(=O)C1(Cc2ccccc2C(F)(F)F)CCN(CC(O)CO)CC1 (stereo unspecified)	14	8	2	116	4	3.2	105	-12	32
CCN1CCN(C(=S)Nc2ccc(Cl)cc2Cl)CC1	-1	0	-5	91	22	6.1	86	1	24
O=C(CN1CCCC1)Nc1cccc(Cl)c1	1	-3	-18	102	26	0.4	101	10	33
CCOC(=O)/C=C1\SCC(=O)N1CC(=O)NCc1ccc(OC)c(OC)c1	-1	-4	-17	96	0	0.6	102	2	8
Cc1cc(N2CCN(c3ccccc3)CC2)n2nnnc2n1	/	-5	5	/	11	-0.1	/	-6	-4
CC(NC(=O)c1ccccc1N)c1ccccc1 (stereo unspecified)	6	4	4	103	6	0.8	104	-8	44
O=c1oc(-c2ccccc2Br)nc2ccccc12	3	-3	12	101	0	-1.6	105	-6	/
CCCCC(=O)N=c1sc2c(OC)ccc(OC)c2n1C	-4	0	2	98	2	-1.1	98	-14	20
Cc1nc2ccn(Cc3ccccc3)c(=O)c2cc1C(=O)N1CCN(c2ccccc2)CC1	-2	-59	-3	100	24	0.5	98	5	28
COC(=O)Cc1c(C)nc2nc(-c3ccccc3)[nH]n2c1=O	0	0	-7	102	20	0.6	99	-10	28
CN1CCc2nc(SCC(=O)Nc3ccc(F)cc3)c(C#N)cc2C1	7	11	19	80	6	-0.5	101	1	21
Cc1noc(C)c1CN1C(=O)c2ccc([N+](=O)[O-])cc2C1=O	-2	-3	6	101	4	0.6	104	-6	32
COc1ccc(C(=O)OCC(=O)NCCCc2ccccc2)c(OC)c1	11	-30	-5	111	10	-0.6	108	7	28
CC(C)OCCCNC(=O)C1CCC(=O)N1C1CCCC1 (stereo unspecified)	11	-2	-8	115	5	1.8	112	8	-12
O=C(c1ccccc1)N1CCCC(C(=O)N2CCCCC2)C1 (stereo unspecified)	0	-12	-4	104	23	0.7	101	1	30
CCCCOc1ccc(-c2cc(C(=O)NNC(=S)NCC)c3ccccc3n2)cc1	-10	-25	2	90	-4	1.1	94	-12	12

Three of the entries above in order of the GPR7 antagonist value, high to low:
Molecule,MEKK2 mut-MEK5,PfM18AAP inh,MEKK2wt PB1 HTS,NALP1 yeast inh,MEKK3 PB1 HTS,GPR7 antagonist,PHOSPHO1 inh
Cc1nc2ccn(Cc3ccccc3)c(=O)c2cc1C(=O)N1CCN(c2ccccc2)CC1,-2,-3,100,24,98,5,28
O=C(CN1CCN(Cc2ccccc2)CC1)c1c[nH]c2ccccc12,9,1,113,14,107,2,80*
Fc1ccccc1/C=N/N1CCN(Cc2ccccc2Cl)CC1,10,3,106,11,104,-26,24

Back to the main list, starting 2 compounds before the break.
SMILES	MEKK2 mut-MEK5	FID counter	PfM18AAP inh	MEKK2wt PB1 HTS	NALP1 yeast inh	OXTR ag	MEKK3 PB1 HTS	GPR7 antagonist	PHOSPHO1 inh
O=C(c1ccccc1)N1CCCC(C(=O)N2CCCCC2)C1 (stereo unspecified)	0	-12	-4	104	23	0.7	101	1	30
CCCCOc1ccc(-c2cc(C(=O)NNC(=S)NCC)c3ccccc3n2)cc1	-10	-25	2	90	-4	1.1	94	-12	12
S=c1[nH]ncc2ccccc12	7	3	-2	103	1	0.7	106	-9	67*
Cc1ccc(/C=C2/NC(=O)N(Cc3ccc(Br)cc3)C2=O)o1	-2	-13	7	103	36	0.8	104	-10	0
COc1ccccc1Nc1c([N+](=O)[O-])cncc1[N+](=O)[O-]	-10	8	3	90	0	-1.2	95	7	33
O=C(NCC1CCCO1)c1ccc(COc2ccc(Cl)cc2)cc1 (stereo unspecified)	-8	-24	0	89	12	3.1	92	15	18
O=c1c2cc(F)ccc2[nH]c(=S)n1CCCN1CCOCC1	6	1	9	105	4	0.1	105	-8	32
Oc1c(I)cc(Cl)c2cccnc12	-2	-3	6	99	70*	-0.8	108	-5	1
CCCCn1nnc(NC(=O)c2ccc(-c3cccc(Cl)c3)o2)n1	7	-25	-10	102	16	1.3	106	20	32
Cc1ccc(C)c(NC(=O)CSc2nnc(CCCCCNC(=O)OC(C)(C)C)o2)c1	-5	-35	8	95	29	4.5	102	0	17
CC(=O)Nc1ccc(OC(F)(F)C(F)C(F)(F)F)c(NC(C)=O)c1 (stereo unspecified)	-3	4	-14	102	1	0.2	103	1	6
COc1ccc(NC(=O)CCS(=O)(=O)c2cccc3nonc23)cc1Cl	1	7	0	99	-10	1.4	98	-4	4
O=C(CCCOc1ccc(Cl)cc1Cl)Nc1cccnc1	/	-4	3	/	12	3.2	/	7	-1
CCS(=O)(=O)C1=NSC2=NC(=O)/C(=C\c3ccc(OS(=O)(=O)c4ccccc4)c(OC)c3)C(=N)N21	0	-2	7	100	7	0.4	103	13	24
C=CCn1c(=O)c2c(nc3n2CC(C)CN3Cc2ccccc2)n(C)c1=O (stereo unspecified)	8	-40	6	110	-11	-2.0	102	-13	38
COc1ccc(C(C(=O)NC2CCCCC2)N(C(=O)c2sc(C)nc2C)c2ccccc2C)cc1 (stereo unspecified)	-1	-43	1	101	-7	-2.3	100	-8	22
COC(=O)N/N=C/c1cc(Cl)cc(Cl)c1OCc1ccccc1F	-1	1	7	100	4	-1.0	96	13	10
CCCCOC(=O)Cn1c2ccc(OC)cc2c2nc3ccccc3nc21	-1	1	-11	101	20	-0.5	103	-5	12
Cc1nnsc1C(=O)N1CCCC(N2CCN(c3cccc(C(F)(F)F)c3)CC2)C1 (stereo unspecified)	-2	-37	3	99	7	1.2	98	0	-14
Cc1cccc(NC(=O)CCc2ccccc2)c1C	0	-2	-1	98	0	-0.9	96	-11	-1
N#CC1(C#N)CC(C=O)=C(N)C1(C#N)CC(=O)c1ccc(F)cc1 (stereo unspecified)	-12	-2	7	90	10	1.3	88	-5	7
CC(C)(C)NC(=O)CN(C(=O)C1CSC(=O)C1)c1ccccc1F (stereo unspecified)	5	-4	-3	103	3	1.1	105	-2	-5
N#Cc1cnc(SCC(=O)N2CCCC2)nc1N	-3	-3	-2	95	-1	-0.2	95	-4	43
COc1ccc([N+](=O)[O-])cc1NC(=O)C(C)Sc1nc(C)c(C)c(C)n1 (stereo unspecified)	-3	8	0	96	16	-2.5	94	-1	0
Cc1cc(OCC(=O)Nc2ccc(Br)cc2)cc2c1C(=O)CC(C)(C)O2	5	-7	4	104	6	-2.2	104	-17	-6
c1ccc(-n2cccc2)c(N2CCCCC2)c1	3	-5	1	105	0	-1.2	104	-7	22
NC(=O)COC(=O)CC12CC3CC(CC(C3)C1)C2	-2	-5	-4	100	5	0.4	105	-15	28
Cc1ccc(OCCN(C)C(=O)C2CCC(=O)N(CCCN3CCCC3=O)C2)cc1 (stereo unspecified)	3	-28	4	105	4	0.9	101	-17	45
CC(=O)n1c(=O)c2ccccc2c(=O)n1-c1ccccc1	3	-4	7	104	17	-0.6	105	-13	/
CCOC(=O)Cc1csc(NC(=O)COc2ccc(C)c(C)c2)n1	-1	-27	7	96	-15	-1.1	98	4	1
Cc1cc2ccccc2c(=O)n1CC(=O)NCC(=O)N1CCN(c2cccc(Cl)c2)CC1	0	-1	-14	98	5	0.2	106	-1	9
c1ccc(-c2nnc(N3CCCC3)nc2-c2ccccc2)cc1	3	-29	8	99	13	/	109	-22	40
Cc1ccc(NC(=O)CCN2CC(C)OC(C)C2)cc1C (stereo unspecified)	0	0	-2	99	-21	-0.7	98	-5	/
Cc1cccc(N2CCN(C(=O)CCN3C(=O)C4C5C=CC(C5)C4C3=O)CC2C)c1 (stereo unspecified)	0	-32	-2	103	2	0.1	100	-5	-10
CC(=O)Nc1ccc(NC(=O)COC(=O)c2cc([N+](=O)[O-])ccc2N2CCOCC2)cc1	11	-6	6	118	7	-0.4	106	-16	43
Cc1c(Cl)cccc1NC(=O)NCCCN1CCCC1=O	5	-5	2	102	6	-1.7	101	-5	3
Cc1ccc(-c2c3c(nc4sc(C(N)=O)c(N)c24)CCC3)cc1	-1	-22	-2	97	6	-2.3	100	-5	20
COc1ccc(S(=O)(=O)N2CCOCC2)cc1C(C)C	1	-9	-2	103	19	-0.6	95	-9	14

Entries shown so far that have bromine (3):
SMILES	MEKK2 mut-MEK5	FID counter	PfM18AAP inh	MEKK2wt PB1 HTS	NALP1 yeast inh	OXTR ag	MEKK3 PB1 HTS	GPR7 antagonist	PHOSPHO1 inh
O=c1oc(-c2ccccc2Br)nc2ccccc12	3	-3	12	101	0	-1.6	105	-6	/
Cc1ccc(/C=C2/NC(=O)N(Cc3ccc(Br)cc3)C2=O)o1	-2	-13	7	103	36	0.8	104	-10	0
Cc1cc(OCC(=O)Nc2ccc(Br)cc2)cc2c1C(=O)CC(C)(C)O2	5	-7	4	104	6	-2.2	104	-17	-6
